Source: PubChem BioAssay (several laboratories)
AGP1 TOR yeast – yeast TOR pathway AGP1-GFP modulation; S. cerevisiae AGP1-GFP multiplex flow cytometry, 3 h; GFP as percent of DMSO wells; GFP response vs DMSO, % at 10 µM; 320,000 tested, 0.02% active; AID 2066;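 active means GFP response relative to DMSO above a set limit, near screen average plus 3 SD, cut at about 150% in these data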;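 further: median GFP channel fluorescence of the gated AGP1 strain per well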
AHR activator – human AHR activation; activation, % at 5 µM; AHR-responsive luciferase reporter cells, luminescence; 320,000 tested, 2.5% active; P35869; in the data active means activation above about 47%;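 further: 0% = vehicle wells and 100% = reference agonist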
Target sequence (P35869 whole entry, looked up): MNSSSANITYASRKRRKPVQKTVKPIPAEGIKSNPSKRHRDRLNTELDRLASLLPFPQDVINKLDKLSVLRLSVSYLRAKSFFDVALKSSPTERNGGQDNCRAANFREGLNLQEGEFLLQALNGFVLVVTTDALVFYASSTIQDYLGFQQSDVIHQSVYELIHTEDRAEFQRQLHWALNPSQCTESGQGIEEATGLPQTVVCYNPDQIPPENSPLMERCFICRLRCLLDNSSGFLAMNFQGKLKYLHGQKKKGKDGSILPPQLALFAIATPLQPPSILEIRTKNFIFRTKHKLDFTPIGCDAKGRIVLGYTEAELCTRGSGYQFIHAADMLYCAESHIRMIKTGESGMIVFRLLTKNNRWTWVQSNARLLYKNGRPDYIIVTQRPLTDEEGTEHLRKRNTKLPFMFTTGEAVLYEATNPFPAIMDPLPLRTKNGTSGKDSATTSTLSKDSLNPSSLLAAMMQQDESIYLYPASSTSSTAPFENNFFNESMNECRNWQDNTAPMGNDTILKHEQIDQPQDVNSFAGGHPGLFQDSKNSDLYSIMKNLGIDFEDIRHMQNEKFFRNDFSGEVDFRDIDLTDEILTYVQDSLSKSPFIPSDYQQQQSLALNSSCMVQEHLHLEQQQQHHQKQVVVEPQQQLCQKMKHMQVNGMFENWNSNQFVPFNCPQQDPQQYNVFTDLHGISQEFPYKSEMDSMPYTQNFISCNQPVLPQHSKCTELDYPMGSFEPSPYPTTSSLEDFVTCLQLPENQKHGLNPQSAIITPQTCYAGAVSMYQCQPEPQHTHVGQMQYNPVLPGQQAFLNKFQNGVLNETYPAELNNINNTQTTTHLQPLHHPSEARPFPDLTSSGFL
CIT2-GFP yeast – yeast TOR pathway CIT2-GFP modulation; S. cerevisiae CIT2-GFP strain, flow cytometry, 3 h; 100 means same as DMSO wells; GFP response vs DMSO, % at 10 µM; 320,000 tested, 0.065% active; AID 2029;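 active means GFP response relative to DMSO above a set limit, near the screen mean plus 3 SD, cut at about 150% in these data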;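 further: ratio of well median GFP fluorescence to mean of DMSO wells on the plate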
RPL19A TOR yeast – alters RPL19A-GFP fluorescence in TOR pathway yeast screen; S. cerevisiae RPL19A-GFP strain, flow cytometry, 3 h; hits give low values; percent response vs DMSO, % at 10 µM; 330,000 tested, 0.3% active; AID 2025;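 active means percent response vs DMSO below 50%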;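 further: median channel GFP fluorescence of the barcoded RPL19A-GFP strain; ratio of sample median GFP to plate DMSO average so 100% = DMSO; lower means less RPL19A-GFP as with rapamycin TOR inhibition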
CR mimetic SO – lowers age-related superoxide in aged yeast cells; S. cerevisiae aged cells, superoxide DHE fluorescence; hits give low values; superoxide response (% of plate mean), % at 10 µM; 330,000 tested, 0.18% active;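 active means superoxide response under a set limit, about three screen SD below normal, cut at about 65% in these data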;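 further: yeast aged for seven days with compound at 30 °C before DHE staining; 100% = average MFI of all compound-treated wells on the plate with controls excluded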
Efflux pump inh – antifungal efflux pump inhibition, Nile Red retention; S. cerevisiae Candida pump triplex; inhibition, % at 10 µM; 330,000 tested, 0.44% active;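 active means plate passing quality check with inhibition over a set limit, or well fluorescence over plate mean plus 4 SD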;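 further: Nile Red retained in pooled yeast measured as flow cytometry median fluorescence; 0% = buffer negative control and 100% = Enniatin B positive control; higher means more Nile Red kept so more efflux inhibition; some compounds called inactive have numbers as strong as hits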
MEP2-GFP yeast – alters MEP2-GFP fluorescence in TOR pathway yeast screen | GFP response vs DMSO, % at 10 µM | 330,000 tested, 0.51% active | S. cerevisiae MEP2-GFP strain, flow cytometry GFP, 3 h; 100% = DMSO control level;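 active means GFP response versus DMSO above a set limit, roughly screen mean plus 3 SD, cut at about 180% in these data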;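 further: median GFP fluorescence of the barcode-gated MEP2-GFP cells per well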
LAP4 TOR yeast – yeast TOR pathway LAP4-GFP modulation. GFP response vs DMSO, % at 10 µM. 320,000 tested, 0.34% active. S. cerevisiae LAP4-GFP multiplex, flow cytometry GFP, 3 h; median GFP as percent of DMSO wells;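 active means GFP response vs DMSO above a set limit, about the screen mean plus 3 SD, cut at about 150% in these data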
Active calls of the source: *; x = no result given.

SMILES | AGP1 TOR yeast | AHR activator | CIT2-GFP yeast | RPL19A TOR yeast | CR mimetic SO | Efflux pump inh | MEP2-GFP yeast | LAP4 TOR yeast
CCCc1nc(SCC(=O)Nc2nc3c(s2)CCCC3)c2ccccc2n1 | 97 | 1 | 96 | 96 | 97 | 0.0 | 103 | 101
COc1ccc(C(=O)N2CCCC(N3CCN(c4ccccc4OC)CC3)C2)c(OC)n1 (configuration not stated) | 102 | 1 | 101 | 105 | 92 | 0.4 | 99 | 99
COc1cc(S(=O)(=O)n2ccc(C)n2)ccc1Cl | 107 | -1 | 106 | 103 | 86 | -0.1 | 106 | 104
O=C(NCc1cccc(C(F)(F)F)c1)N1CCN(C(=O)c2ccccc2)CC1 | 99 | 0 | 104 | 99 | 85 | -0.2 | 103 | 98
COC(=O)Cc1ccc(NC(=S)N2CCN(c3ccccn3)CC2)cc1 | 98 | -1 | 102 | 105 | 104 | -0.2 | 102 | 94
Cc1cccc(C)c1NC(=O)CN1CCN(CCCC(c2ccc(F)cc2)c2ccc(F)cc2)CC1 | 95 | 0 | 120 | 104 | 99 | 0.0 | 97 | 116
Cc1cccc(C)c1N(CC(=O)NCc1ccc(F)cc1)C(=O)c1csnn1 | 99 | -1 | 94 | 94 | 92 | 0.0 | 95 | 110
Cc1cccnc1NC(=O)c1c(O)c2cccc3c2n(c1=O)CCC3 | 83 | 38 | 80 | 90 | 86 | 0.1 | 86 | 82
Cc1ccc(Cl)cc1NC(=O)COC(=O)CC1CCCCC1 | 94 | 0 | 89 | 98 | 120 | 0.1 | 101 | 116
Cc1ccc(CN2C(=O)c3ccccc3C2C(=O)NCC2CCCO2)cc1 (configuration not stated) | 99 | 1 | 106 | 96 | 115 | 0.0 | 97 | 99
COC(=O)c1c(C)nc(C)c(C(=O)OC)c1-c1ccc(OC)cc1 | 106 | 1 | 94 | 99 | 111 | 0.0 | 103 | 116
CCOc1cccc(/C=C/c2ccc3ccccc3n2)c1OC(C)=O | 85 | 1 | 78 | 87 | 94 | 0.3 | 81 | 101
COc1ccc(Sc2nnc(-c3ccccc3)cc2C#N)cc1 | 98 | -2 | 93 | 98 | 94 | -0.1 | 101 | 97
O=C(O)CSCC(=O)Nc1ccc(Br)c(C(F)(F)F)c1 | 115 | 0 | 107 | 107 | 92 | -0.1 | 106 | 111
COCCNC(=O)CSc1nc2cc(OC)c(OC)cc2c(=O)n1Cc1ccc(OC)cc1 | 102 | 3 | 85 | 96 | 103 | 0.1 | 97 | 104
Cc1c(NC(=O)C2CCCN2S(=O)(=O)c2ccccc2)c(=O)n(-c2ccccc2)n1C (configuration not stated) | 97 | 0 | 92 | 94 | 78 | -0.1 | 93 | 88
O=C(COC(=O)/C=C/c1cccc(Cl)c1)Nc1ccc(N2CCOCC2)cc1 | 119 | -1 | 115 | 113 | 81 | 0.2 | 124 | 133
O=C(NCCN1CCOCC1)C(=O)NCC1CCCO1 (configuration not stated) | 101 | -2 | 97 | 97 | 97 | -0.5 | 98 | 94
Cc1ccc(SCCC(=O)Nc2ccccc2C(=O)NC2CCCCC2)cc1 | 100 | -2 | 101 | 110 | 107 | 0.0 | 104 | 95
Cc1ccc(S(=O)(=O)NCCOc2nc(N(C)C)nc(N3CCOCC3)n2)cc1 | 110 | 2 | 110 | 103 | 95 | 0.0 | 103 | 95
COc1cc(/C=C2/C(=O)N(c3ccc(C)c(C)c3)N=C2C)cc([N+](=O)[O-])c1O | 94 | 3 | 124 | 112 | 112 | -0.3 | 111 | 74
COc1ccc(S(=O)(=O)NCc2ccco2)cc1-c1nnc2c3ccccc3c(C)nn12 | 107 | -3 | 107 | 104 | 86 | -0.2 | 108 | 106
CCOP(=O)(OCC)c1cccc(P(=O)(c2ccccc2)c2ccccc2)c1O | 97 | -1 | 98 | 96 | 123 | 0.1 | 105 | 99
COCCCNc1ncnc2ccc(C)cc12 | 103 | 20 | 94 | 101 | 91 | -0.1 | 102 | 101
CCOc1ccccc1OCC(=O)OC(C)C(=O)Nc1ncc(Cl)cc1Cl (configuration not stated) | 103 | 3 | 102 | 99 | 105 | 0.0 | 106 | 113
COc1ccc(CCNC(=O)C2CC(c3ccc([N+](=O)[O-])cc3)=NO2)cc1 (configuration not stated) | 77 | 4 | 65 | 96 | 93 | 0.1 | 89 | 126
COc1cccc(C2=CC(c3ccc(C)cc3)n3ncnc3N2)c1 (configuration not stated) | 109 | 15 | 90 | 97 | 100 | 0.4 | 109 | 113
CC1CCN(C(=O)C2CCN(S(=O)(=O)c3cccc4cccnc34)CC2)CC1 | 101 | 1 | 98 | 100 | 91 | 0.0 | 104 | 105
O=C(OCC(=O)N1CCCCCC1)c1cnc(Cl)c(Cl)c1 | 97 | 0 | 110 | 98 | 95 | -0.1 | 130 | 107
COc1ccc(N(CC(=O)Nc2ccc(C)cc2C)S(=O)(=O)c2ccccc2[N+](=O)[O-])c(OC)c1 | 96 | 1 | 96 | 95 | 95 | -0.2 | 97 | 107
Nc1nnc(SCC(=O)NC2CCCCCCC2)s1 | 101 | 0 | 98 | 98 | 100 | -0.2 | 99 | 97
Cc1noc(C)c1S(=O)(=O)Nc1ccc2c(c1)C(=O)N([C@H](C)CO)C[C@H](C)[C@@H](CN(C)Cc1ccc(C(=O)O)cc1)O2 | 99 | 1 | 93 | 96 | 118 | 0.0 | 96 | 101
CCc1ccc(CNCc2cccnc2)cc1 | 98 | 1 | 76 | 93 | 92 | -0.1 | 112 | 111
CCC(=O)OCCNc1cc(SCCC(=O)OC)c2nonc2c1[N+](=O)[O-] | 94 | 0 | 100 | 102 | 148 | -0.1 | 102 | 91
COc1cc(C(=O)N2CCCc3ccccc32)cc(OC)c1OC | 104 | -2 | 100 | 100 | 95 | -0.1 | 99 | 96
Cc1ccc(OCC(=O)N/N=C\c2ccc(-c3cccc(C(=O)O)c3)o2)c(C)c1 | 88 | 10 | 95 | 99 | 104 | -0.3 | 91 | 83

Quoted from the listing:
Reading of COc1ccc(CCNC(=O)C2CC(c3ccc([N+](=O)[O-])cc3)=NO2)cc1 (configuration not stated) in CR mimetic SO: 93
Reading of Cc1c(NC(=O)C2CCCN2S(=O)(=O)c2ccccc2)c(=O)n(-c2ccccc2)n1C (configuration not stated) in CR mimetic SO: 78

Going on with the list:
SMILES | AGP1 TOR yeast | AHR activator | CIT2-GFP yeast | RPL19A TOR yeast | CR mimetic SO | Efflux pump inh | MEP2-GFP yeast | LAP4 TOR yeast
O=C(N/N=C\c1ccc(-c2cccc(Cl)c2)o1)C(=O)NC1CCCC1 | 94 | 20 | 99 | 95 | 90 | 0.4 | 101 | 97
O=C(CN1CCN(c2ccccc2O)CC1)NNC(=O)c1ccc(Cl)cc1 | 90 | 4 | 89 | 91 | 95 | 0.2 | 95 | 92
CCC(OC(=O)c1nsc(Cl)c1Cl)C(=O)NCCOC (configuration not stated) | 103 | -1 | 103 | 97 | 87 | -0.1 | 102 | 104
COc1ccc(-c2c(C(=O)O)nc3ccccc3c2C(=O)O)cc1 | 106 | -1 | 96 | 99 | 62* | 0.1 | 105 | 104
COC(=O)[C@@]1(Cc2ccc(OC)cc2)[C@@H]2C(=CC(=O)[C@H]2CC(=O)C(=O)N(C)C)CN1C(=O)c1ccccc1 | 100 | -3 | 111 | 104 | 99 | -0.2 | 94 | 107
CCCCNC(=O)CCn1nc(-c2ccc(Cl)cc2)c2ccccc2c1=O | 110 | -1 | 102 | 102 | 104 | 0.0 | 107 | 110
O=C(CCC(=O)Nc1ccccc1Cl)N/N=C1\CCCc2ccccc21 | 101 | 2 | 103 | 98 | 100 | 0.2 | 105 | 97
CCc1nn(CCCC(=O)N2CCN(c3cccc(C)c3C)CC2)c(=O)c2cc3occc3n12 | 109 | 0 | 102 | 105 | 142 | -0.2 | 107 | 108
C=CCOc1ccc(C2N3CC4(CC)CN2CC(CC)(C3)C4=O)cc1 (configuration not stated) | 95 | -2 | 96 | 91 | 99 | 0.1 | 101 | 93
COc1ccc(S(=O)(=O)N2CCC(C(=O)Nc3ccc(F)cc3)CC2)c2cccnc12 | 97 | 11 | x | 91 | 98 | -0.2 | 83 | 86
O=C(c1cccc(S(=O)(=O)N2CCCc3ccccc32)c1)N1CCN(c2ccccc2)CC1 | 97 | 5 | 91 | 97 | 93 | 0.1 | 105 | 114
CCCNC(=O)Cn1c(=O)oc2cc(S(=O)(=O)N3CC(C)CC(C)C3)ccc21 (configuration not stated) | 102 | -1 | 101 | 104 | 104 | 0.0 | 108 | 98
CCCCCNS(=O)(=O)c1cc2c3c(c1)CCC(=O)N3CCC2 | 100 | 2 | 98 | 100 | 120 | 0.1 | 104 | 99
CNS(=O)(=O)c1cnccc1N1CCN(c2cccc(C)c2)CC1 | 103 | 9 | 90 | 96 | 117 | 0.0 | 100 | 106
CC1CCCC(C)N1/N=C/c1ccc(Cl)cc1 (configuration not stated) | 101 | 5 | 85 | 100 | 103 | -0.1 | 101 | 114
O=C(NCc1cccnc1)c1ccc(S(=O)(=O)Nc2ccccc2)cc1 | 115 | 4 | 111 | 104 | 100 | 0.0 | 107 | 102
CCN(CC)C(=O)COc1ccc2c3c(c(=O)oc2c1)CCCC3 | 100 | 3 | 97 | 102 | 95 | -0.2 | 103 | 102
COc1ccc(Nc2nccc(-c3ccc(C#N)cc3)n2)cc1 | 83 | 80* | 83 | 83 | 98 | 0.0 | 93 | x
COc1ccc(CNC(=O)/C=C/c2ccc(S(=O)(=O)N3CCOCC3)cc2)cc1 | 94 | 0 | 92 | 98 | 94 | 0.1 | 90 | 111
CCc1ccc(OC)c(S(=O)(=O)NCCOc2ccccc2)c1 | 99 | -1 | 96 | 95 | 101 | 0.0 | 98 | 102
COc1ccc(Cl)cc1NC(=O)CN(C)C(=O)/C=C/c1ccco1 | 95 | 8 | 95 | 104 | 108 | -0.1 | 100 | 103
Cc1cc(C)cc(N(CC(=O)NC2CCCC2)C(=O)C2(C)CC(=O)N=C3C=CC=CN32)c1 (configuration not stated) | 96 | -2 | 96 | 94 | 98 | 0.1 | 108 | 95
Cc1nc2nc(COc3ccccc3)nn2c(C)c1Cl | 110 | 4 | 99 | 99 | 91 | -0.1 | 111 | 108
O=C(NNC(=O)C12CC3CC(CC(Cl)(C3)C1)C2)c1ccncc1 | 98 | 1 | 95 | 96 | 98 | 0.0 | 101 | 97
Cc1c(Cl)cccc1NC(=O)Nc1ccccc1C(N)=O | 105 | 5 | 105 | 105 | 94 | -0.1 | 110 | 103
O=C(Cn1c(C(F)(F)F)nc2ccccc21)N=Nc1c(O)[nH]c2ccc(Br)cc12 | 99 | 19 | 105 | 110 | 95 | -0.5 | 107 | 95
CCOc1ccccc1NC(=O)CSc1ccc(-c2ccco2)nn1 | 93 | 3 | 81 | 95 | 109 | -0.1 | 90 | 99
CC(=O)NC(C(=O)c1ccccc1)C(=O)c1ccccc1 | 101 | 1 | 92 | 100 | 119 | 0.1 | 102 | 98
COc1ccc(-c2coc3cc(OC(=O)N4CCOCC4)ccc3c2=O)cc1 | 108 | 3 | 100 | 97 | 94 | 0.0 | 103 | 114
CN(C)C(=O)C1Cc2ccccc2CN1S(=O)(=O)c1ccc(F)cc1 (configuration not stated) | 99 | 0 | 99 | 105 | 76 | 0.4 | 99 | 95

Only Efflux pump inh, CR mimetic SO and CIT2-GFP yeast, for 5 of the compounds above:
Compound,Efflux pump inh,CR mimetic SO,CIT2-GFP yeast
COc1ccc(-c2coc3cc(OC(=O)N4CCOCC4)ccc3c2=O)cc1,0.0,94,100
Cc1c(Cl)cccc1NC(=O)Nc1ccccc1C(N)=O,-0.1,94,105
CN(C)C(=O)C1Cc2ccccc2CN1S(=O)(=O)c1ccc(F)cc1 (configuration not stated),0.4,76,99
CCOc1ccccc1NC(=O)CSc1ccc(-c2ccco2)nn1,-0.1,109,81
CC(=O)NC(C(=O)c1ccccc1)C(=O)c1ccccc1,0.1,119,92
